Anesthetic bind – candidate novel general anesthetic via apoferritin binding; apoferritin/1-aminoanthracene competitive binding, fluorescence; AID 485281; 0.074% of 350,000 active; Potency, µM (titrated, usually from 77.5 µM), for the others: at the top dose activity change, negative = displacement, usual class: inhibitors; further: on the % scale 0 is the no-effect control and ±100 the full control effect; nearly all actives have a fitted effect of over 20% in size
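Horse-spleen apoferritin (10 uM) was mixed with 50% saturated 1-aminoanthracene in PBS, exposed to compounds for 10 min at room temperature, and read for fluorescence (ex 380 nm, em 535 nm). Competitive displacement was fitted with a four-parameter Hill equation.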
G9a block – G9a (human) methyltransferase inhibition; AID 504332; G9a H3K9 monomethylation, AlphaScreen, 2 h; Q96KQ7; Potency, µM (titrated, usually from 102 µM), for inactives: top-dose activity, negative = inhibition, actives largely listed as inhibitors; 8.8% of 350,000 active; further: on the % scale 0 is the no-effect control and ±100 the full control effect; nearly all actives have a fitted effect of over 75% in size
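G9a (20 nM) was preincubated 15 min with compound, then reacted 2 h at room temperature with 500 nM biotin-H3K9 peptide and 20 µM SAM. Monomethyl-H3K9 detected by AlphaScreen using anti-H3K9me1 antibody.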
Pol iota inh – blocks human DNA polymerase iota activity; Q9UNA4; Pol iota fluorescent replication assay, 10 min; Potency, µM (top dose mostly 115 µM), for the others: at the top dose activity, negative = inhibition, hits mostly inhibitors; 1% of 390,000 active
Target sequence (Q9UNA4 whole entry, looked up): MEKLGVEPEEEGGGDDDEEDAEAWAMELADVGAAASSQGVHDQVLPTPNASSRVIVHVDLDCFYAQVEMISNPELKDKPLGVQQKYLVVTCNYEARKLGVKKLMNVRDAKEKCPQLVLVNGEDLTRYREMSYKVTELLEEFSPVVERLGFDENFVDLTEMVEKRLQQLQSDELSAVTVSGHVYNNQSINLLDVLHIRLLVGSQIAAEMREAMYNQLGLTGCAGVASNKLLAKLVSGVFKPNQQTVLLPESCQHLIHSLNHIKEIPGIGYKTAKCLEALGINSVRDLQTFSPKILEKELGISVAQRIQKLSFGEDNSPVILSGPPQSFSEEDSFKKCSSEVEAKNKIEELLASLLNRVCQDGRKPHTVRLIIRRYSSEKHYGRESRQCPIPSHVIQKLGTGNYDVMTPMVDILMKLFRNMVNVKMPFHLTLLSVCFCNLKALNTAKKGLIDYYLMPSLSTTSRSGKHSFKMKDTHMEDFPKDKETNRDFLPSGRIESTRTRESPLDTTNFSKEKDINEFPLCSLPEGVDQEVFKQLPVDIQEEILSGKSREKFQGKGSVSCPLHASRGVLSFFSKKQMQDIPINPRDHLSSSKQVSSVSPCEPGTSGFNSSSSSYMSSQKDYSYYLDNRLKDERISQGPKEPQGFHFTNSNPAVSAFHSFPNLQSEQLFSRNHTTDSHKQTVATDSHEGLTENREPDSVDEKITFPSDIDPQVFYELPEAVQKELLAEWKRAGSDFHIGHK
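Pol iota at 10 nM preincubated 15 min with compounds at room temperature; reaction started with fluorescent substrate, 50 nM final. Fluorescence read kinetically at 0 and 10 min; buffer-only wells as negative control.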
Pol beta inh – blocks human DNA polymerase beta activity; Potency, µM (highest dose often 114 µM), for inactives: at the highest dose activity change, negative = inhibition, most hits filed as inhibitors; Pol beta primer extension/strand displacement, fluorescence kinetic; 1.3% of 340,000 active; AID 485314; further: on the % scale 0 is the no-effect control and ±100 the full control effect
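Human Pol beta at 10 nM; strand-displacement substrate 50 nM final. Compound exposure 15 min at room temperature before start, reaction 10 min at room temperature.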
Pol kappa inh – blocks human DNA polymerase kappa activity | Potency, µM (titrated, usually from 107 µM), without a hit: top-dose activity, negative = inhibition, most hits filed as inhibitors | purified Pol kappa, fluorescent DNA synthesis assay, 10 min | 0.53% of 400,000 active | Q9UBT6; further: on the % scale 0 is the no-effect control and ±100 the full control effect
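Kinetic fluorescence screen: compound preincubated 15 min RT with 10 nM enzyme; 50 nM substrate (final) initiates; reads at 0/10 min.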
APE1 inh – inhibitors of human APE1 endonuclease; recombinant APE1, TAMRA/BHQ-2 abasic DNA cleavage fluorescence; P27695; Potency, µM (series often up to 65.8 µM), inactives show top-dose activity change, negative = inhibition, hits mostly inhibitors; 0.35% of 350,000 active;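 further: plate controls were vehicle for no effect and reference inhibitor for full effect; nearly all actives have a fitted effect of over 55% in size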
Target sequence (P27695 whole entry, looked up): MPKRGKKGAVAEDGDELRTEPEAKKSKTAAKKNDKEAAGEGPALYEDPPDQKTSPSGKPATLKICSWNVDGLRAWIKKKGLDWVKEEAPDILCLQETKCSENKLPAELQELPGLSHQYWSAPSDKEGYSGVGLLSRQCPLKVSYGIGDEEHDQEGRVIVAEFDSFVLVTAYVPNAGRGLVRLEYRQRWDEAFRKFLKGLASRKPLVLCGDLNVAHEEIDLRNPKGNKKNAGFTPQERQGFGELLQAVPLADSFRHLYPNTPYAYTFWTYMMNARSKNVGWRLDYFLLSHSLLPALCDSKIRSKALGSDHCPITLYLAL
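Kinetic fluorescence read (525 ex/598 em nm, three reads 60 s apart) of AP-site incision; signal = third minus first read. Enzyme 0.75 nM, dual-labelled THF duplex 50 nM, compound preincubation 15 min RT.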
BAZ2B inh – blocks human BAZ2B | AlphaScreen BAZ2B-H3K14Ac peptide displacement | Potency, µM (top dose mostly 114 µM), without a hit: at the highest dose activity change, negative = inhibition, usual class: inhibitors | Q9UIF8 | 4.4% of 360,000 active; further: on the % scale 0 is the no-effect control and ±100 the full control effect; nearly all actives have a fitted effect of over 60% in size
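AlphaScreen luminescence quantifies BAZ2B engagement of H3K14Ac peptide; the protein and biotinylated peptide are both at 50 nM final, buffer PBS pH 7.4 with 0.01% Tween-20, all steps at room temperature.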
POLH inh – DNA polymerase eta (human) inhibition. 1.2% of 390,000 active. Q9Y253. recombinant Pol eta, fluorescent DNA replication assay. Potency, µM (doses to about 114 µM), inactives show top-dose activity change, negative = inhibition, usual class: inhibitors; further: on the % scale 0 is the no-effect control and ±100 the full control effect
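Pol eta (10 nM) was preincubated with compounds for 15 min at room temperature, after which fluorescent replication substrate (50 nM final) was added to start the reaction. Fluorescence was read kinetically at 0 and 10 min.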
BLM helicase inh – inhibitors of human Bloom syndrome helicase BLM. P54132. AID 2528. Potency, µM (series often up to 56.1 µM), without a hit: at the top dose activity change, negative = inhibition, actives largely listed as inhibitors. 0.2% of 350,000 active. recombinant BLM DNA unwinding, fluorescence dequenching;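 further: plate controls were vehicle for no effect and no enzyme for full effect; nearly all actives have a fitted effect of over 35% in size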
* marks the source's active call; other numbers are inactive results; ? = inconclusive; · = not tested or not shown; [ ] = another dose, or the depositor's remark. The call rests on the fitted dose curve; in most records, active means well fitted curve in the direction sought with a large enough effect; inconclusive means small, poorly fitted or top-dose-only effect, or another doubt; inactive means no such curve, though single readings can be large; an effect the other way counts as inactive or inconclusive. Potency means the concentration at half of the fitted maximal effect.

cpd	smiles	Anesthetic bind	G9a block	Pol iota inh	Pol beta inh	Pol kappa inh	APE1 inh	BAZ2B inh	POLH inh	BLM helicase inh
1	O=C1CCCC2=C1C(c1cccs1)n1ncnc1N2 (stereo unspecified)	1%	-5%[12.7 µM]	11%	-1%	0%[60.1 µM]	-5%	-5%	-15%	-3%
2	CCCCCCc1c(C)c2c(cc(C)c3c(C)coc32)oc1=O	5%	-3%[59 µM]	10%	21%	16%	·	-30%	-19%	-4%
3	C#CCOCCOCCOCCNc1nc(N2CCN(C(=O)[C@H](CCCCN)n3cc(CN)nn3)CC2)nc(N2CCN(C(=O)[C@H](CCCN=C(N)N)n3cc(C(N)[C@H](C)CC)nn3)CC2)n1 (stereo partly specified)	·	·	?	·	2%	-1%	·	-2%	·
4	COc1cnc(-c2ccccc2)nc1Oc1ccc(Cl)cc1C	1%	2%	5%	-1%	-9%	2%	1%	8%	-1%
5	Cc1ccc(C)c(CN2CCCNC2=O)c1	?	45µM*	9%	4%	-10%	-7%	?	-11%	-9%
6	COc1ccc2nc(NC(=O)C3=NN(c4ccccc4)C(=O)CC3)sc2c1	-20%	?	-6%	5%	3%	?	-34%	-18%	-6%
7	O=C1CCCC(O)=C1C=Nc1ccc2c(c1)oc1ccccc12	-7%	9%[59 µM]	7%	4%	-4%	-1%	11%	6%	-6%
8	O=C(O)c1ccc(/C=C2\SC(=S)N(Nc3ccccc3)C2=O)cc1	-9%	50µM*	?	-23%	?	-6%	?	-2%	1%
9	CS(=O)(=O)c1cccc(NC(=O)C2CCCN2S(=O)(=O)c2ccc(F)cc2)c1 (stereo unspecified)	0%	?	25%	13%	-5%	14%	2%	-14%	2%
10	CC(NC(=O)/C=C/c1ccc(Br)cc1)c1ccccc1 (stereo unspecified)	-8%	22%	16%	19%	-3%	?	-4%	-7%	2%
11	Nc1c(N(Cc2ccccc2)C(=O)COc2ccc(F)cc2)c(=O)[nH]c(=O)n1Cc1ccccc1	-20%	16%	11%	16%	-3%	40%	-16%	-12%	-5%
12	CC(=O)c1c(N2CCN(Cc3ccc4c(c3)OCO4)CC2)nc(=S)n(-c2ccccc2)c1C	-3%	-4%[2.33 µM]	-5%	-3%	-1%	-4%	2%	-6%	0%
13	NCCCNC(=O)c1cc2ccccc2[nH]1	-12%	?	1%	2%	2%	-2%	-9%	0%	-2%
14	COc1ccc(-c2cc(C(F)(F)F)nc(SCC(=O)NC(C)c3ccccc3)n2)cc1 (stereo unspecified)	-6%	0%[59 µM]	-21%	-5%	-14%	·	-1%	7%	-3%
15	c1ccc(C2CCC(N3CCNCC3)CC2)cc1 (stereo unspecified)	2%	-3%[59 µM]	-4%	24%	-5%	-2%	-9%	-16%	-5%
16	COc1ccc(-n2nc3c(c2NC(=O)CCCCl)CSC3)cc1	-7%	9%	12%	-1%	0%	-1%	-13%[57.1 µM]	-23%	0%
17	O=C(Oc1cc(-c2ccccc2)no1)c1ccc(Cl)cc1	-10%	79µM*	-3%	18%	-2%	17%	?	-2%	1%
18	N#Cc1cc(N2CCOCC2)nc2ccccc12	23%	149%[activator]	-10%	12%	-20%	-3%	63%[activator]	-13%	-3%
19	O=C(COC(=O)c1cc([N+](=O)[O-])ccc1N1CCOCC1)Nc1ncc(Cl)cc1Cl	-17%	9%[12.7 µM]	?	?	-34%	-16%	45µM*	?	-13%
20	CCCCCc1c2c(cc(O)c1C(=O)O)OC(=O)c1cc(C(=O)CCCC)c(OC)cc1O2	·	·	?	·	-7%	?	·	79µM*	-3%
21	CCCN(CC(=O)Nc1ccc(F)c(F)c1F)C(=O)c1cc([N+](=O)[O-])ccc1N1CCOCC1	·	-40%	23%	·	-18%	21%	-5%	-18%	·
22	COc1ccc(N2CCN(C(=O)CSCc3ccc(C)cc3)CC2)cc1	-22%	?	4%	3%	-3%[60.1 µM]	·	4%	-12%	-2%
23	C=CCn1c(SCc2nnc(-c3ccccc3)o2)nnc1C(O)c1ccccc1 (stereo unspecified)	-2%	7%[12.7 µM]	2%[58.9 µM]	-7%	5%	2%	-4%	1%	3%
24	O=c1c(Cc2c(F)cccc2Cl)c(O)ccn1CCc1c[nH]c2ccccc12	-7%	?	55%[activator]	18%	4%	1%	?	-16%	-8%
25	Clc1ccccc1Cn1c(/C=C/c2ccco2)nc2ccccc21	-6%	10µM*	-18%	?	-37%	-5%	?	-17%	-20%
26	Cc1cnc(NC(=O)/C=C/c2ccc(Br)o2)s1	3%	·	77%[activator]	?	-17%	16%	-2%	?	-8%
27	Cc1cc(C)c2c(N)c(C(=O)NNC(=O)c3ccccc3)sc2n1	149%[activator]	45µM*	36%[activator]	-26%	-2%	-4%	-26%	-9%	1%
28	Cc1ccc(S(=O)(=O)N2CCc3cc(C(=O)Nc4c(F)cccc4F)ccc32)cc1	1%	-8%[59 µM]	19%	11%	0%	·	-14%	-13%	-3%
29	Cc1cccc(N(C)C(=O)c2cc3c(=O)[nH]c4ccc(C)cc4c3s2)c1	-13%	11%	0%	1%	6%	-5%	3%	-5%	-3%
30	NS(=O)(=O)c1ccc(CCNC(=O)CN2CCCCC2)cc1	0%	-33%	16%	2%	-8%	2%	-9%	-17%	0%
31	COc1ccc(S(=O)(=O)N/N=C(/C)c2cccc(NC(=O)c3ccccc3Cl)c2)cc1	-11%	8%[12.7 µM]	6%	3%	-3%	-6%	-2%	-7%	-7%
32	O=C(/C=C/c1c(F)cccc1Cl)NCc1ccco1	4%	14%	-17%	-24%	-14%	-1%	-4%	-14%	2%
33	O=C(Nc1ccccc1F)c1ccc2c(c1)CCN2S(=O)(=O)c1ccccc1	-8%	7%	-7%	-13%	-4%	13%	-12%[57.1 µM]	-22%	-6%
34	O=C(Nc1ccc([N+](=O)[O-])cc1)c1cncc(Br)c1	-7%	?	-3%	-15%	-4%	4%	-17%	-19%	-9%
35	Cc1ccc(NC(=O)CN(C)C(=O)Cn2cc(C(F)(F)F)ccc2=O)cc1	-5%	6%	-13%	19%[57.1 µM]	-17%	-4%	-2%	-27%	2%
36	CCOC(=O)c1ccc(NC(=O)C2C3CCCCC32)cc1 (stereo unspecified)	-18%	-21%	73%[activator]	-22%	-9%	10%	-7%	-9%	-9%
37	O=C(Nc1cccnc1Cl)c1cc(-c2cccc(O)c2)on1	-6%	?	28%	15%	-14%	6%	3%	-6%	0%
38	COC(=O)[C@@H](NC(=O)NC1CCN(Cc2ccccc2)CC1)C(C)C	-12%	-28%	-3%	-2%	-6%	0%	-3%	-3%	-4%
39	COc1ccc2oc(C(=O)NCCN3CCOCC3)c(C)c2c1OC	-8%	11%	28%	-10%	-13%	27%	-37%	-16%	-12%
40	CCOC(=O)Nc1cccc(C(=O)O)c1	7%	-2%[59 µM]	4%	1%	-5%	1%	9%	6%	-7%
41	COCCn1c(C)cc(O)c(C(c2ccccc2)N2CCN(CCO)CC2)c1=O (stereo unspecified)	-16%	?	-10%	-5%	5%[60.1 µM]	·	-3%	7%	2%
42	CN(c1cccc(NC(=O)c2cccc([N+](=O)[O-])c2)c1)S(C)(=O)=O	-5%	27%[12.7 µM]	16%	-1%	1%	?	?	-21%	-7%
43	CCN(CC)C(=O)C1CCN(c2ncnc3c2cnn3-c2ccc(C)cc2C)CC1	-15%	-17%[59 µM]	-1%	0%	-4%	-5%	0%	-16%	-6%
44	CC(C)Oc1ccc(CCC(=O)NNC(=O)CCC(=O)O)cc1	-2%	·	14%	20%	-1%	8%	-5%	-16%	2%
45	Cc1ccc(OCC(=O)Nc2ccccc2C(=O)N2CCCC2)cc1	-7%	12%	?	-17%	2%	42%[activator]	-4%	-8%	1%

Entries above that have two or more sulfur atoms, in the order listed:
cpd	smiles	Anesthetic bind	G9a block	Pol iota inh	Pol beta inh	Pol kappa inh	APE1 inh	BAZ2B inh	POLH inh	BLM helicase inh
8	O=C(O)c1ccc(/C=C2\SC(=S)N(Nc3ccccc3)C2=O)cc1	-9%	50µM*	?	-23%	?	-6%	?	-2%	1%
9	CS(=O)(=O)c1cccc(NC(=O)C2CCCN2S(=O)(=O)c2ccc(F)cc2)c1 (stereo unspecified)	0%	?	25%	13%	-5%	14%	2%	-14%	2%

(next part)
cpd	smiles	Anesthetic bind	G9a block	Pol iota inh	Pol beta inh	Pol kappa inh	APE1 inh	BAZ2B inh	POLH inh	BLM helicase inh
46	CCCC(CCC(=O)Nc1ccc(S(N)(=O)=O)cc1)C(=O)O (stereo unspecified)	0%	-10%[59 µM]	5%	19%	8%	9%	1%	-6%	-2%
47	COc1ccc(S(=O)(=O)N2CCCCC2)cc1NC(=O)C1CC(=O)N(Cc2ccco2)C1 (stereo unspecified)	·	·	?	·	-13%	-8%	·	-29%	·
48	Cc1cccc(C(=O)Nc2ccc(N3CC=C(c4ccccc4C)CC3)c(C(=O)O)c2)c1	-10%	?	5%	2%	-7%[60.1 µM]	·	45µM*	-14%	3%
49	CCN(CC(=O)NCCC1=CCCCC1)S(=O)(=O)c1ccccc1	-3%	5%	-1%	-1%	-6%	-3%	1%	32%[activator]	-4%
50	COc1cccc(CN(C)C(=O)CC2C(=O)NCCN2C2Cc3ccccc3C2)c1 (stereo unspecified)	-7%	14%	24%	12%	-1%	15%	-10%	-10%	-4%
51	C[C@H](CO)N1C[C@H](C)[C@@H](CN(C)Cc2ccc3c(c2)OCO3)Oc2c(NC(=O)C3CC3)cccc2C1=O	·	·	1%	·	-3%	2%	·	-6%	·
52	COc1cc(CNCCc2ccccc2)ccc1OCc1ccc(Cl)nc1	?	13%[12.7 µM]	29%	13%	3%	-3%	2%	3%	4%
53	O=C(NCCc1ccccc1)c1cc(-c2ccc(Cl)cc2)on1	-4%	1%[59 µM]	33%[activator]	9%	6%	·	0%	-16%	-9%

Down the list, from the results shown:
Compounds 3 to 14 in Pol beta inh read ·, -1%, 4%, 5%, 4%, -23%, 13%, 19%, 16%, -3%, 2%, -5%
Compounds 3 to 14 in POLH inh read -2%, 8%, -11%, -18%, 6%, -2%, -14%, -7%, -12%, -6%, 0%, 7%
Compounds 3 to 14 in BAZ2B inh read ·, 1%, ?, -34%, 11%, ?, 2%, -4%, -16%, 2%, -9%, -1%

Compound activity from PubChem.

Some of the compounds tested; count on the stated rates, not on these rows.
